Screens (PubChem)
LANA DNA inh: inhibitors of KSHV C-LANA binding to DNA, primary screen, biochemical, fluorescence polarization, FAM-LBS DNA, MBP-C-LANA, single point; inhibition, % at 9 µM; hit rate 0.078% among 340,000; AID 504423, 2011;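 active = highest replicate inhibition at or above 60% at 9 µM, even if other replicates fall short; inactive = all replicates below 60% inhibition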;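 also: 0% = neutral control wells and 100% = 4 µM acridine orange control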
RTF Ca sens act: cardiac RTF calcium sensitivity activators, primary screen, biochemical, IANBD-TnC fluorescence, EC20 calcium | Troponin I, cardiac muscle (Homo sapiens) + Troponin T, cardiac muscle (Homo sapiens) + … | AID 493008, 2010 | IANBD-labeled TnC RTF fluorescence at EC20 calcium; 0% EC20 calcium, 100% full calcium | activation, % at 7.2 µM | hit rate 0.24% among 340,000;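 active = activation above the mean over all tested compounds plus 3 SD, cut at about 30% in these data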;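 also: rise in fluorescence read as greater calcium sensitivity of cardiac thin filaments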
SR-BI uptake up: activators of SR-BI mediated DiI-HDL uptake, primary screen, ldlA[mSR-BI] CHO cells, DiI fluorescence. 3 h; 100 = double the neutral-control signal. activation, % at 12.5 µM. hit rate 0.096% among 320,000. AID 504775, 2011;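 active = mean replicate activation of at least 60% and every replicate at or above 60%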;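 also: 0% = median plate neutral-control signal and 100% = twice that signal; values of inactives mirror those of a sister screen read the other way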
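Test system: SR-BI-overexpressing, LDLR-lacking CHO cells; Also added: labelled HDL, 10 µg/mL; Measured by: bottom-read cell fluorescence after medium removal, ex 550/em 595 nm; Timing: 3 h uptake period with compound, 37 °C; Buffer or medium: F12, 0.5% BSA, 25 mM HEPES; Doses: single compound concentration, delivered by pin transfer.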
RTF Ca sens inh: cardiac RTF calcium sensitivity inhibitors, primary screen, biochemical, IANBD-TnC fluorescence, EC70 calcium; hit rate 0.12% among 340,000; IANBD-labeled cardiac RTF, Ca2+ fluorescence; Troponin I, cardiac muscle (Homo sapiens) + Troponin T, cardiac muscle (Homo sapiens) + …; inhibition, % at 7.15 µM;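 active = inhibition above the mean inhibition of all tested compounds plus 3 SD, cut at about 17% in these data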;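 also: assay run at fixed EC70 calcium of 1.6 mM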
CAL PDZ FP-1: untagged CAL PDZ binding inhibitors, primary screen, biochemical, fluorescence polarization, HTS. inhibition, % at 24.9 µM. AID 602252, 2012. hit rate 0.92% among 300,000. purified CAL PDZ, TMR-peptide fluorescence polarization, 1 h;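 active = mean inhibition of at least 30% with at least half of replicates also reaching 30%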;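 also: 0% = DMSO neutral control and 100% = excess unlabeled competitor peptide PRC23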
Keap1-Nrf2 PPI: Keap1-Nrf2 protein-protein interaction inhibitors, primary screen, biochemical, fluorescence polarization, single point; Kelch-like ECH-associated protein 1 (Homo sapiens), Q14145; Keap1 Kelch-Nrf2 peptide fluorescence polarization, 1536-well; inhibition, % at 9.4 µM; hit rate 0.15% among 340,000; AID 504523, 2011; in the data active = inhibition above about 12%;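 also: human Keap1 Kelch domain with fluorescein labeled Nrf2 9mer peptide probe; 0% = neutral control wells and 100% = peptide positive control; higher means more block of Keap1 binding to Nrf2 peptide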
CAL PDZ FP-2: CAL PDZ peptide-binding inhibitors, primary screen, biochemical, fluorescence polarization, Cer-tagged CAL PDZ, HTS; Golgi-associated PDZ and coiled-coil motif-containing protein (Homo sapiens), Q9HD26; purified CAL PDZ, TMR-peptide fluorescence polarization, 1 h; inhibition, % at 20 µM; hit rate 0.02% among 330,000; AID 504414, 2011;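 active = highest replicate inhibition of at least 40%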;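 also: plate controls were DMSO neutral control wells for no effect and unlabeled competitor peptide control wells for full effect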
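Material – purified CerCALP PDZ construct · Detection – FP readout, S and P plane fluorescence · Measure – percent inhibition from loss of millipolarization · Controls – unlabelled peptide for full inhibition, DMSO wells as neutral · Probe or stimulus – TMR-labelled reporter peptide T*-PRC34 bound in PDZ groove · Times – 1 h at RT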
DAGLB inhibitor: DAGLB lipase inhibitors, primary screen, biochemical, fluorescence, HTS; Diacylglycerol lipase-beta (Homo sapiens), Q8NCG7; HEK293T DAGLB membrane lysate, EnzChek fluorogenic substrate; inhibition, % at 5.17 µM; hit rate 0.059% among 340,000; in the data active = inhibition above about 34%;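 also: 0% = enzyme with vehicle and 100% = wells lacking enzyme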
Target sequence (Q8NCG7 whole entry, looked up): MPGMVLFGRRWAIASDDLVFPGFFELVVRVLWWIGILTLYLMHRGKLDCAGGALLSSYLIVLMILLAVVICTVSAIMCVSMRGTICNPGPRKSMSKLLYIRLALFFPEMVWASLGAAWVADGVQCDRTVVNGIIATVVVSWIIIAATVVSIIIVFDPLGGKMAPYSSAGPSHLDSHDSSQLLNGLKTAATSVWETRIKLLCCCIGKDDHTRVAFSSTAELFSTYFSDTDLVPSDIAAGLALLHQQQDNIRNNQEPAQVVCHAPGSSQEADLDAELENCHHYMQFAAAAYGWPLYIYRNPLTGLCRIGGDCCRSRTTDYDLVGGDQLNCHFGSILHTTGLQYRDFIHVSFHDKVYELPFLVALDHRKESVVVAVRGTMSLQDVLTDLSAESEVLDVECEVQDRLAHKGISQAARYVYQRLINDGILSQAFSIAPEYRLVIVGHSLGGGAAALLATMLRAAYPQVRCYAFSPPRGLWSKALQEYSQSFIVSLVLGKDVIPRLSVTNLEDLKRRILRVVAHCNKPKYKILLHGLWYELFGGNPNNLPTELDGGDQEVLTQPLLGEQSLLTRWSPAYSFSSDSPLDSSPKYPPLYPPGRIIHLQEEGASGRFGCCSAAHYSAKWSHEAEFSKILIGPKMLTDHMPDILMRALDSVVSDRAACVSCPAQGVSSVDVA
PKA-R2B activ: activators of PKA-R2B holoenzyme, primary screen, biochemical, fluorescence polarization, Cy5-IP20, human; cAMP-dependent protein kinase catalytic subunit beta (Homo sapiens) + cAMP-dependent …; PKA-R2B holoenzyme dissociation; R2B truncated from residue 108, S112A mutant; 0% DMSO only, 100% 113 µM cGMP; activation, % at 11.4 µM; hit rate 0.079% among 340,000; AID 504700, 2011;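 active = activation above a cutoff set at the mean over all compounds plus 3 SD, cut at about 18% in these data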;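 also: higher means more holoenzyme dissociation and a rise in polarization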
Rtt109 HAT inh: inhibitors of C. albicans Rtt109/Vps75 HAT, primary screen, biochemical, ThioGlo CoA-SH fluorescence, plate reader; Histone acetyltransferase RTT109 (Candida albicans (strain SC5314 / ATCC MYA-2876)), …; inhibition, % at 34.9 µM; hit rate 0.16% among 330,000; purified Rtt109/Vps75, 4 h;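 active = inhibition of at least 50% in every replicate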
Target sequence (Q5AAJ8 whole entry, looked up): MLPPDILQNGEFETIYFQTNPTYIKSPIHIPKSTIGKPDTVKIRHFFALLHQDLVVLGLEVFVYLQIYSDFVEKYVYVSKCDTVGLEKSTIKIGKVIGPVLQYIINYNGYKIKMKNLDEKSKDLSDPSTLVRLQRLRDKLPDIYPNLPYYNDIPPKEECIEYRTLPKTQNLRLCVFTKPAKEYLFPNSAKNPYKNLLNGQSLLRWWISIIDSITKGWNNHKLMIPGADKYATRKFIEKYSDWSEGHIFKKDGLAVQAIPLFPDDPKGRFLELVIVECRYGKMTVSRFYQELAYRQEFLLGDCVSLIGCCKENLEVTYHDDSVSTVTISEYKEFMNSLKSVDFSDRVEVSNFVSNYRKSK
Numbers without * were called inactive; . = no result given.

SMILES	LANA DNA inh	RTF Ca sens act	SR-BI uptake up	RTF Ca sens inh	CAL PDZ FP-1	Keap1-Nrf2 PPI	CAL PDZ FP-2	DAGLB inhibitor	PKA-R2B activ	Rtt109 HAT inh
COc1ccc(OCC(=O)Nc2ccc(Cl)cc2)cc1	-2.9	-8	0	4	7	-1	-1.5	-11	-13	12
COc1ccc(Cn2c(C)nc3oc4cc(OC)ccc4c(=O)c3c2=O)cc1	-1.1	-1	-6	-1	-3	1	-2.7	2	-6	-4
O=C(Cn1nc(-c2ccccc2)ccc1=O)NCCCN1CCOCC1	-1.0	0	28	5	-3	0	-1.6	-1	6	-11
COC(=O)Cn1c(=NC(=O)C(C)C)sc2c(C)cc(C)cc21	0.3	1	31	-3	-3	-2	-0.3	-6	9	-12
O=C(C1CCCN(Cc2ccccc2)C1)N1CCc2ccccc2C1 (centres undefined)	0.0	-1	12	-6	-1	-6	-1.1	1	0	.
COc1ccc(N2CCN(CCNC(=O)Nc3ccc([N+](=O)[O-])cc3OC)CC2)cc1	1.1	-2	-76	-20	-7	-3	-2.2	3	-4	2
Cc1cccc2c(=O)cc(C)n(CC(N)=O)c12	-0.4	2	16	-1	-1	-4	-0.6	1	3	-5
CC1(C)CC=C(NNC(=O)c2cccnc2)C(=O)C1	7.0	4	-6	-9	.	2	-0.1	-1	4	-3
COc1ccc(NC(=O)NC2CC3CCCC(C2)N3Cc2ccccc2)cc1 (centres undefined)	1.5	-4	1	-18	-9	4	-1.2	0	7	-7
CC(COc1ccc(/C=C/c2ccccc2)cc1)[N+](C)(C)C (centres undefined)	-2.6	5	-2	21*	-1	-4	0.0	0	-1	-5
Cn1c(=O)c2c3c(sc2n2c(SCC(N)=O)nnc12)CC(C(C)(C)C)CC3 (centres undefined)	-1.3	-1	-2	-1	5	5	-3.4	2	-6	-4
O=C(CCN1C(=O)/C(=C/c2ccccc2Cl)SC1=S)Nc1ccccn1	-0.3	-1	-6	-7	1	-2	-1.1	0	-2	-1
COc1ccc(C2=NN(C(=O)CCC(=O)O)C(c3ccc(OC)c(OC)c3)C2)cc1 (centres undefined)	-5.1	-5	33	-2	-4	-2	-0.3	-3	-11	-10
O=S(=O)(Nc1ccccn1)c1cc(Cl)ccc1Cl	1.1	5	1	-10	-2	2	-0.5	1	-6	2
COc1ccc(C(=O)Nc2nc(-c3ccccc3)c(C(C)=O)s2)c(OC)c1	-1.6	-3	-21	5	-3	6	0.4	-2	7	.
CCCN(CCC)C(=O)CCSCCC(=O)N(CCC)CCC	2.4	6	7	-1	-3	-6	-0.6	-3	-2	-8
CN(CC(=O)O/N=C(\N)c1ccc(Br)cc1)S(=O)(=O)c1ccccc1	0.6	-3	.	6	-4	2	-1.9	-9	-14	5
CN(C)CCNc1ccc2nnn3c4ccc(O)cc4c(=O)c1c23	-20	-1	31	-3	-11	-3	-4.2	0	-12	1
Cc1nc([N+](=O)[O-])cn1CCC#N	-0.5	0	19	-2	.	0	-0.3	-2	-9	4
COc1ccc(C(=O)N(C)C2CCCCC2)cc1S(=O)(=O)N1CCOCC1	0.0	2	7	-6	10	-3	-0.7	-2	-5	1
O=C(/C=C/c1cccc(F)c1)OCC(=O)c1ccc[nH]1	0.9	3	-4	0	.	-3	-1.8	2	-3	2
O=C(O)COc1ccccc1/C=N/NC(=O)c1ccc2c(c1)OCCO2	0.4	-4	0	-17	1	5	0.9	1	9	4
COc1ccccc1C(=O)NCC(=O)NCCSc1ccc(Br)cc1	-0.1	-3	6	2	0	0	-1.0	-3	0	0
COc1ccc(/C=C2\CCCC3C2=NN(C(=O)CSc2ncn[nH]2)C3c2ccc(OC)cc2)cc1 (centres undefined)	-1.1	7	-20	-16	-1	-7	-0.4	0	-8	-5
O=C(O)C1CC=CCC1C(=O)N1CCN(c2nc(-c3ccccc3Cl)c3cc(Br)ccc3n2)CC1 (centres undefined)	0.7	-5	3	1	-6	-5	-3.8	4	-5	4
CC(C)(C)C(CN1CCCC1)OC(=O)c1ccccc1 (centres undefined)	4.7	0	-4	-4	-6	-1	0.1	-1	0	0
Cc1cc(C)n(C(=O)c2ccc(S(=O)(=O)N3CCCC3)cc2)n1	-2.0	-1	-23	-10	-1	-5	0.0	-2	-7	-4
O=S(=O)(c1ccc(S(=O)(=O)N(Cc2ccc(F)cc2)C2CCCC2)cc1)N1CCCC1	0.3	-4	-15	-3	3	-3	-1.0	-3	9	-7
CCc1ccc(OC(C)c2nnc(SCC(=O)Nc3ncccc3C)n2C)cc1 (centres undefined)	0.4	3	-9	0	-4	-4	-1.3	-1	-8	11
CN(C(=O)COC(=O)CCC(=O)c1ccc(F)cc1)C1CCCCC1	-0.7	0	21	-2	.	2	-0.6	-1	13	3
COc1ccc(OC)c(C(=O)c2ccc(C(=O)Nc3ccc4ccccc4c3)cc2)c1	-0.9	4	-48	-15	-4	0	-0.1	-8	-5	-6
O=C1NC(c2cccc(Br)c2)=N/C1=C\c1ccco1	0.8	2	-33	-10	-2	-5	-1.5	2	1	1
Cc1cc(C)cc(NC(=O)COC(=O)c2cc(C)oc2C)c1	-1.3	1	4	-13	0	-1	-0.1	-10	-7	-1
CCC(C(=O)N1CCN(C(=O)c2ccco2)CC1)c1ccccc1 (centres undefined)	-0.5	1	11	6	0	1	-2.7	3	7	-4
CSCC[C@H](NC(=O)N1CCn2c1nc1ccccc12)C(=O)NCc1ccco1	-0.1	-2	2	-7	3	2	-0.8	3	9	8
O=C(COc1cccc(F)c1)Nc1nc(-c2cccnc2)cs1	-1.3	3	-7	-5	-3	-3	-2.1	-7	-7	15
CN(c1ccccc1)S(=O)(=O)c1cccc(NC(=O)c2cccc(C#N)c2)c1	-0.9	-2	-42	-6	-2	-6	-1.0	-3	3	12
CC(=O)N1CC(=O)N(Cc2ccccc2)/C(=C/c2ccccc2)C1=O	-1.3	2	-2	3	-3	0	0.4	-3	-10	3
CCOc1cc(C=O)cc(Br)c1OCC(N)=O	0.5	-6	11	5	-3	-4	-2.2	0	4	2
CN1CCN(C(=O)c2ccc(-n3cccn3)nc2)CC1	1.2	-1	7	-1	10	0	1.5	1	-1	5
Cc1ccc2nc(SCC(=O)N3CCC(Cc4ccccc4)CC3)nc(=O)n2c1	-1.6	-6	4	-10	.	4	-1.4	0	3	9
CCCCCC(=O)Nc1ccccc1N1CCOCC1	-0.5	-2	22	-18	0	2	-0.3	-2	-10	4
COc1ccc(C)cc1NC(=O)CSc1ccc(Cl)cc1	-0.4	1	-14	-4	-6	3	-1.5	-5	-5	-16
O=C(Oc1ccccc1C(=S)N1CCOCC1)c1cccc([N+](=O)[O-])c1	0.2	-1	13	3	12	-4	-2.7	-1	-5	-2
COc1cccc(C2CC(c3ccc(C)cc3)=NN2C(=O)c2ccccc2F)c1OC (centres undefined)	-0.8	-7	-15	-4	-1	-2	-0.5	-6	5	4
CCC1CCCCN1CCCNC(=O)Cn1nc(-c2ccc(C)cc2)ccc1=O (centres undefined)	-0.1	-3	-3	-7	-2	-6	0.8	0	-3	-5
Cc1cc(=O)[nH]c(NN=C2C3CC4CC(C3)CC2C4)n1	2.0	9	-40	-4	-1	0	-0.8	-2	-14	-12
c1ccc2sc(Cc3nnc4n3CCCCC4)nc2c1	-0.1	3	8	-12	0	-7	-3.4	-3	-9	-8
Cc1ccc(-n2c(C)nnc2SCC(=O)NC2CCCC2)cc1	0.6	-4	31	-3	0	-3	-1.9	4	-9	-2
Cc1ccc(C(=O)NCC(c2ccco2)N2CCc3ccccc32)cc1 (centres undefined)	-0.3	-5	-16	4	0	-2	-1.7	-1	-16	5
O=C(c1ccccc1-c1nc2ccccc2[nH]1)N1CCOCC1	-0.4	-6	-8	-6	-3	2	-1.2	-3	3	-2
COc1ccc(-c2[nH]ncc2/C=N/NC(=O)c2ccncc2)c(OC)c1	1.4	0	-3	3	-8	-5	-5.5	-1	-9	-3
Cc1ccc(OCc2nnc(NC(=O)OCC(C)C)s2)cc1	-0.2	-2	20	-8	-3	-2	0.3	-2	-1	-6
COc1cc(/C=N/Nc2ccc(C)cc2)cc(Br)c1O	-0.2	-2	-38	-4	1	-2	-1.7	4	0	3
C=CCn1c(SCc2ccc(C(=O)O)cc2)nc2sc(C)c(C)c2c1=O	-1.7	4	.	-5	5	-5	-2.0	5	1	3
COC(=O)N1CCCc2cc(C)ccc21	0.4	4	.	-6	3	-2	-0.3	3	-14	8
c1ccc(CN2C3=NCCN3c3ccccc32)cc1	0.4	8	-1	4	-1	3	0.1	3	-8	0
CCCCOC(=O)C1=C(C)Nc2ncnn2C1c1cccc(OC)c1OC (centres undefined)	-0.5	-1	2	2	0	0	-0.2	2	-6	-4
CN(C(=O)CSc1nnc(-c2ccccc2F)n1N)C1CCCCC1	0.3	-4	-1	-5	12	-1	0.5	3	6	4
c1ccc(Cn2nnc3c(N4CCCCCC4)ncnc32)cc1	-0.2	-3	20	-5	.	6	-1.1	-6	10	3
CN1C(=O)C(C)(C)c2cc(S(=O)(=O)N3CCCC(C(=O)NCc4ccc(F)cc4)C3)ccc21 (centres undefined)	-1.1	7	2	-4	.	-2	-1.9	-1	17	0
N#Cc1c(N)c(C#N)c(-c2ccc(O)cc2)c2c1CCCC2	-2.7	-1	2	-2	75*	0	-1.8	-2	-10	6
